Source: PubChem (National Center for Advancing Translational Sciences (NCATS))
FEN1 inh: qHTS Assay for the Inhibitors of Human Flap endonuclease 1 (FEN1) | 390,000 compounds, 0.35% hits | Potency, µM (series often up to 114 µM), for the others: top-dose activity change, negative = inhibition, usual class: inhibitors | P39748 | Recombinant FEN1 flap cleavage, fluorescence, 15 min; also: nearly all actives have a fitted effect of over 65% in size
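Quantitative HTS format: each compound was titrated, incubated with 10 nM nuclease for 15 min at room temperature, then challenged with flap substrate at 50 nM final. Signal change over 15 min gave concentration–effect curves.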
N370S GC: qHTS Assay for Inhibitors and Activators of N370S glucocerebrosidase as a Potential Chaperone Treatment of Gaucher Disease. N370S GC spleen homogenate, 4MU-glucoside fluorescence. 330,000 compounds, 0.092% hits. Potency, µM (doses to about 59.4 µM), for inactives: at the highest dose activity change, negative = inhibition, hits mostly inhibitors;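 also: 0% = full enzyme activity and -100% = no enzyme basal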
KAT2A inh: qHTS Assay for Inhibitors of GCN5L2. Histone acetyltransferase KAT2A (Homo sapiens), Q92830. GCN5L2 HAT assay, ThioGlo1 CoA-SH fluorescence. Potency, µM (top dose mostly 58.9 µM), inactives show top-dose activity change, negative = inhibition, usual class: inhibitors. 390,000 compounds, 0.21% hits. AID 504327, 2011
Target sequence (Q92830 whole entry, looked up): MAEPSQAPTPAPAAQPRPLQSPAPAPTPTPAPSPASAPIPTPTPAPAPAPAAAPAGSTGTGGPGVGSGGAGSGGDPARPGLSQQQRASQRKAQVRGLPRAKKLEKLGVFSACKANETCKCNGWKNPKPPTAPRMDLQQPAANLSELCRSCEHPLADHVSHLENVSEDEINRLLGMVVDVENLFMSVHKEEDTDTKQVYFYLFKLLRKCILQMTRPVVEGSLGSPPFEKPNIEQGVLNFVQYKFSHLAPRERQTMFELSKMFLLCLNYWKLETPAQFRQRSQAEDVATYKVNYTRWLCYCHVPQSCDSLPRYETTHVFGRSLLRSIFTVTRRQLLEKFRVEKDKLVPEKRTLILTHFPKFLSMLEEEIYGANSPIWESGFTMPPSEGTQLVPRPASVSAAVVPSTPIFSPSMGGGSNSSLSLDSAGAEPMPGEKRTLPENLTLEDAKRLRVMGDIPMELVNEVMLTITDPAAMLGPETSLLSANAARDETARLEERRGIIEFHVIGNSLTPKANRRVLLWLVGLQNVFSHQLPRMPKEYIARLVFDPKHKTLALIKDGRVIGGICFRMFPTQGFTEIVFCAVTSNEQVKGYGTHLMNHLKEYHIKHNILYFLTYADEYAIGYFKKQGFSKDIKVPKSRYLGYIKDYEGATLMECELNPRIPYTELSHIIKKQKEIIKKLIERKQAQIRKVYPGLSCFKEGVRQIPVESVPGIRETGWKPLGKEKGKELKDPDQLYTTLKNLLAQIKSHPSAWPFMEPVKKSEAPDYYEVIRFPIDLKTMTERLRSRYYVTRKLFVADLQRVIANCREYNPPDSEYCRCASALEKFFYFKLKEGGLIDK
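Titration-based screen in which CoA formation is detected via maleimide probe ThioGlo1 (50uM) turning fluorescent on thiol reaction; substrates H3(1-25) 75uM and acetyl-CoA 70uM, GCN5L2 20nM, 20 min incubation at room temperature.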
Active calls of the source: *; ? = inconclusive; . = no result given; & = joins results of further samples; [ ] = another dose, or the depositor's remark. Calls follow the shape of the dose curve; as a rule, active = well fitted curve in the direction sought with a large enough effect; inconclusive = small, poorly fitted or top-dose-only effect, or another doubt; inactive = no such curve, though single readings can be large; an effect the other way counts as inactive or inconclusive. Unless noted, % is scaled to controls: 0 for no effect and ±100 for the full control effect; potency is read from the fitted curve at half-maximal effect.

SMILES	FEN1 inh	N370S GC	KAT2A inh
CSc1ccc(S(=O)(=O)N2CCC(C(=O)NCc3ccco3)CC2)cc1	-5%	-6%	-11%
O=C1CC2(CCCC2)C(=O)N1CN1CCN(S(=O)(=O)c2ccc(F)cc2F)CC1	1%	.	-2%
CCC1CN(S(=O)(=O)c2cc(-c3onc(C)c3C)ccc2C)c2cc(Cl)ccc2O1 (stereo not given)	6%	.	-4%
O=C(CCSc1ccccc1)N1CCN(C(=O)c2ccco2)CC1	3%	6%	-1%
CC(Sc1ccccc1)C(=O)N1CCN(S(=O)(=O)c2ccccc2)CC1 (stereo not given)	-7%	3%	-3%
CCN(CC)CCOc1ccc2c(c1)C(=NNC(=O)c1ccccn1)c1cc(OCCN(CC)CC)ccc1-2	?	?	?
CCOc1ccccc1NC(=O)C1=C(C)Nc2ncnn2C1c1cccs1 (stereo not given)	-1%	.	4%
O=C(Nc1ccccc1)NC1(C(=O)NCc2ccc3c(c2)OCO3)CCCCC1	-3%	-4%	2%
CCCc1cc(=O)oc2c(CN(CC)CC)c(O)c(Cl)cc12	3%	?	?
CCOc1ccccc1NC(=O)CSCC(=O)Nc1ccccc1	-9%	10%	-4%
Cc1ccccc1Cn1cnc2nc3c(cc2c1=O)CC(C)CC3 (stereo not given)	36%[activator]	.	2%
CN1CCN(C(=S)Nc2cccc(Cl)c2)CC1	-10%	10%	4%
CC(C)c1ccc(OCC(=O)N2CCCCCC2)c(Br)c1	7%	.	-8%
Cc1cc(NC(=O)c2cnn3c(C(F)F)cc(C4CC4)nc23)no1	-3%	5%	1%
Cc1ccc(C)c(N2CCN(C(=O)CCCn3c(=O)c4cccn4c4cccnc43)CC2)c1	-19%	0%	-7%
Cn1c(N)c(C(=O)CSc2nnc(-c3c[nH]c4ccccc34)n2C2CC2)c(=O)[nH]c1=O	20µM*	.	-9%
CCCCNC(=O)CCn1c(=O)c2ccccc2n(CC(=O)NCCc2ccc(OC)c(OC)c2)c1=O	18%	-1%	-6%
CN(C)CCCNc1nc2sc3c(c2c(=O)n1CCc1ccccc1)CCCCC3	-6%	-14%	1%
COc1ccc(/C=N/NC(=O)CCOc2ccccc2C)cc1OC	8%	10%	2%
COc1cc(-c2nnc(-c3ccncc3)o2)ccc1OCc1ccccc1	-7%	-5%	-1%
Cc1ccc(NC(=O)c2ccc(CSc3nnc(C)s3)cc2)cc1	1%	8%	3%
Cc1ccc(C)c(Oc2coc3cc(OCC(=O)Nc4ccccc4C(C)C)ccc3c2=O)c1	.	28%	1%
Cc1nc(Cc2nnc(SCC(=O)Nc3c(C)cccc3C)o2)cs1	1%	-11%	-30%
NS(=O)(=O)c1ccc(NC(=O)COC(=O)c2cn(-c3ccccc3)nc2-c2ccc(F)cc2)cc1	-5%	-1%	-1%
N#Cc1ccccc1NC(=S)Nc1ccc(F)cc1	-3%	-2%	1%
O=C(NCC1CCCO1)c1cccc(NS(=O)(=O)c2ccccc2)c1 (stereo not given)	-5%	0%	-3%
CCOC(=O)[C@H]1[C@H]2COc3ccc(C)cc3[C@@H]2N2C(=O)c3ccc(C)cc3NC(=O)[C@@]12C	5%	0%	-9%
c1ccc(N2CCN(c3ncnc4[nH]ncc34)CC2)cc1	-7%	.	-2%
COC(=O)/C(N=Nc1c(C)n(C)n(-c2ccccc2)c1=O)=C(\C)O	0%	4%	-5%
C=CCN1C(=O)C(CC(=O)O)SC1=Nc1ccc(N=Nc2ccccc2)cc1 (stereo not given)	11%	-19%	-18%
COc1ccccc1C(=O)NC(=S)Nc1ccc(NC(=O)c2ccco2)cc1	5%	-2%	28%
Cc1cccc(CNC(=O)C2CCC(=O)N(C3CCCCCC3)C2)c1 (stereo not given)	17%	1%	-10%
CC(C)(O)[C@@H]1CC(=O)[C@]2(C)[C@H](CC[C@@]3(C)[C@H](c4ccoc4)OC(=O)[C@H]4O[C@]432)[C@@]1(C)/C=C\C(=O)O	-5%	.	3%
Cc1cc(C)cc(C(=O)NC(=S)Nc2ccc(-c3cc4ccccc4oc3=O)cc2)c1	2%	-14%	17%
COCCNC(=O)c1ccccc1NC(=O)CN(c1ccc2c(c1)OCO2)S(C)(=O)=O	1%	2%	4%
O=C(NCCN1CCOCC1)c1ccccc1-c1ccccc1	2%	-1%	-1%
Cc1ccccc1C(=O)NC(=S)Nc1ccc(N2CCOCC2)cc1	-5%	0%	10%
Cc1nc2ccccn2c1-c1ccnc(=S)[nH]1	-5%	1%	?
CCN(CC)C(=O)CC(c1cc(OC)c(OC)c(OC)c1)c1c(OC)cc(OC)c2c(-c3ccccc3)cc(=O)oc12 (stereo not given)	-29%&-26%	-1%&13%	14%
CCn1c(/C=C/c2ccc(O)cc2)nc2ccccc2c1=O	-9%	-11%	-16%
COc1ccccc1CN1CCCC2(CCN(C(=O)c3csnn3)CC2)C1	.	-9%	2%
CCc1sc(NS(C)(=O)=O)nc1-c1ccccc1	-9%	4%	3%
COC(=O)c1c[nH]n2c(=O)cc(C)nc12	-12%	-21%	-2%
Cc1ccc(CN2C(=O)CCC2C(=O)NCCN2CCOCC2)cc1 (stereo not given)	-3%	0%	-18%
COc1cccc(C(=O)NC(=S)Nc2ccc3c4c(cccc24)CC3)c1	-15%	.	-4%
Cc1cccc(C)c1NC(=O)CCC(=O)N1Cc2ccccc2Oc2ncccc21	-3%	.	3%
CCOc1ccc2nc(-c3ccccc3)[nH]c2c1	8%	7%	3%
COc1cc(Br)c(Br)c(Br)c1N	1%	10%	-4%
Cc1nc2ccccc2c(=O)n1/N=C/c1cc(Br)ccc1O	-8%	-21%	?
Cc1ccc(CN(C(=O)COc2c(C)cccc2C)C2CCS(=O)(=O)C2)o1 (stereo not given)	2%	.	-2%
CC1CCN(C(=O)C2CCCN(c3ncnc4c3nc3n4CCCCC3)C2)CC1 (stereo not given)	12%	29%	-5%
CC1(C)C(=O)Nc2ccccc2N1C(=O)COC(=O)Cc1ccc(Cl)c(Cl)c1	-7%	.	-26%
O=[N+]([O-])c1ccc(S(=O)(=O)Nc2nc3ccccc3nc2Nc2ccccc2)cc1	6%	-1%	-10%
O=C(O)c1[nH]c2ccccc2c1C(c1cc(Cl)cc([N+](=O)[O-])c1O)c1c(C(=O)O)[nH]c2ccccc12	79µM*	-1%	?
CCOC(=O)c1c(NC(=O)C2CC(Cl)=CCC2C(=O)O)sc2c1CC(C)(C)OC2 (stereo not given)	3%	25%	2%
CC(C)(CSc1ccccn1)NS(=O)(=O)c1ccccc1	5%	3%	-4%
COC(=O)c1ccc(NC(=O)CN2CCN(c3ccc(Cl)cc3)CC2)cc1	3%&-8%	8%	-29%&-15%
Cc1ccc(NC(=O)CC2(CC(=O)O)CCCC2)cc1	8%	-2%	3%
COCCn1c(COC)nc2ccccc21	2%	1%	-8%
COc1cc(C2c3c(oc4ccccc4c3=O)C(=O)N2Cc2ccc(C)cc2)ccc1O (stereo not given)	-15%	.	1%
Other compounds follow.
SMILES	FEN1 inh	N370S GC	KAT2A inh
COC/C=C/C1=CC2=CC(=O)C(C)(OC(=O)c3cnc4ccccc4n3)C(=O)C2=CN1CC1CC1 (stereo not given)	-15%	4%[12.8 µM]	.
CCCN1CCC(CCOc2ccccc2)(C(=O)OCC)CC1	-1%	-6%	-4%
COc1ccc(CCNC(=O)COc2ccc(S(=O)(=O)NCC(C)C)cc2Cl)cc1OC	-6%	-14%	-1%
O=C(c1ccccc1-c1ncc[nH]1)N1CCc2c([nH]c3ccccc23)C1c1ccccn1 (stereo not given)	-14%	-11%	-3%
CC(NCc1ccc(S(N)(=O)=O)cc1)C(=O)N1CCc2ccccc21 (stereo not given)	-1%	7%	21%
COc1cc2c(cc1NC(=O)COC(=O)c1ccccc1)oc1ccccc12	.	19%	-13%
COC(=O)c1ccccc1NC(=O)C(C)n1nc(C)c2c(C)n(-c3ccccc3)nc2c1=O (stereo not given)	-4%	?	?
Cc1ccc(NS(=O)(=O)c2cccc(C(=O)Nc3cc(C)on3)c2)cc1	-14%	?	-5%
CNC(=O)c1ccccc1F	4%	1%	3%
COc1ccccc1CNC(=O)CN1C(=O)NC(C)(c2ccc(C(C)(C)C)cc2)C1=O (stereo not given)	11%	-9%	-2%
C[C@H]1C[C@]2(O[C@@H]2C)C(=O)O[C@@H]2CCN(C)C/C=C(/COC(=O)[C@]1(C)O)C2=O	.	-7%	-3%
CNC(=O)C1=NCCCc2cc(OC)c(OC)cc21	7%	1%	-3%
O=C(N/N=C/c1cc(Br)c(O)c(Br)c1)c1cccnc1	-13%	-16%	-8%
CC1CCCC(NC(=O)C2CCN(S(=O)(=O)c3cccc4nonc34)CC2)C1C (stereo not given)	-3%	-10%	-5%
O=C(NCC1CCCO1)c1nn2c(c1Cl)NC(c1ccc(F)cc1)CC2C(F)(F)F (stereo not given)	-7%	12%	-6%
O=c1c2c([N+](=O)[O-])cc([N+](=O)[O-])cc2sn1-c1ccc(Br)cc1	-9%	-16%	7.1µM*
S=c1[nH]nc(Cn2c(-c3ccccn3)nc3ccccc32)n1-c1ccc2c(c1)OCCO2	-1%	7%	-4%
CN1C(=S)SC(/[N+]([O-])=C/c2cccnc2)C1(C)C (stereo not given)	-16%	4%	1%
Cc1cc(C)c2ccc(N)nc2c1O	-15%	-5%	-1%
Cc1cc2nc(-c3ccc(SCC(=O)Nc4ccc(S(=O)(=O)NC5CC5)cc4)nc3)[nH]c2cc1C	-1%	-1%	-10%

In another format: 23 of the compounds above
FEN1 inh	N370S GC	KAT2A inh	canonical_smiles
-5%	-6%	-11%	CSc1ccc(S(=O)(=O)N2CCC(C(=O)NCc3ccco3)CC2)cc1
1%	.	-2%	O=C1CC2(CCCC2)C(=O)N1CN1CCN(S(=O)(=O)c2ccc(F)cc2F)CC1
6%	.	-4%	CCC1CN(S(=O)(=O)c2cc(-c3onc(C)c3C)ccc2C)c2cc(Cl)ccc2O1 (stereo not given)
3%	6%	-1%	O=C(CCSc1ccccc1)N1CCN(C(=O)c2ccco2)CC1
-7%	3%	-3%	CC(Sc1ccccc1)C(=O)N1CCN(S(=O)(=O)c2ccccc2)CC1 (stereo not given)
?	?	?	CCN(CC)CCOc1ccc2c(c1)C(=NNC(=O)c1ccccn1)c1cc(OCCN(CC)CC)ccc1-2
-1%	.	4%	CCOc1ccccc1NC(=O)C1=C(C)Nc2ncnn2C1c1cccs1 (stereo not given)
-3%	-4%	2%	O=C(Nc1ccccc1)NC1(C(=O)NCc2ccc3c(c2)OCO3)CCCCC1
3%	?	?	CCCc1cc(=O)oc2c(CN(CC)CC)c(O)c(Cl)cc12
-9%	10%	-4%	CCOc1ccccc1NC(=O)CSCC(=O)Nc1ccccc1
36%[activator]	.	2%	Cc1ccccc1Cn1cnc2nc3c(cc2c1=O)CC(C)CC3 (stereo not given)
-10%	10%	4%	CN1CCN(C(=S)Nc2cccc(Cl)c2)CC1
7%	.	-8%	CC(C)c1ccc(OCC(=O)N2CCCCCC2)c(Br)c1
-3%	5%	1%	Cc1cc(NC(=O)c2cnn3c(C(F)F)cc(C4CC4)nc23)no1
-19%	0%	-7%	Cc1ccc(C)c(N2CCN(C(=O)CCCn3c(=O)c4cccn4c4cccnc43)CC2)c1
20µM*	.	-9%	Cn1c(N)c(C(=O)CSc2nnc(-c3c[nH]c4ccccc34)n2C2CC2)c(=O)[nH]c1=O
18%	-1%	-6%	CCCCNC(=O)CCn1c(=O)c2ccccc2n(CC(=O)NCCc2ccc(OC)c(OC)c2)c1=O
-6%	-14%	1%	CN(C)CCCNc1nc2sc3c(c2c(=O)n1CCc1ccccc1)CCCCC3
8%	10%	2%	COc1ccc(/C=N/NC(=O)CCOc2ccccc2C)cc1OC
-7%	-5%	-1%	COc1cc(-c2nnc(-c3ccncc3)o2)ccc1OCc1ccccc1
1%	8%	3%	Cc1ccc(NC(=O)c2ccc(CSc3nnc(C)s3)cc2)cc1
.	28%	1%	Cc1ccc(C)c(Oc2coc3cc(OCC(=O)Nc4ccccc4C(C)C)ccc3c2=O)c1
1%	-11%	-30%	Cc1nc(Cc2nnc(SCC(=O)Nc3c(C)cccc3C)o2)cs1

These rows are one share of the data, so the mix of outcomes need not match the whole.
